AID2073: disruptors of CaV2.2 binding to Mint1 – biochemical, HTRF (AID 2073) | 290,000 tested, 0.19% active | HTRF protein-protein interaction, Mint1-CaV2.2; higher % means a stronger effect | one-dose inhibition, % at 20 µM; IC50 in µM for titrated hits; in the data active = inhibition mostly above about 51%, no sharp cut-off; inconclusive = no clear call, values can overlap the other calls; inactive = mostly below about 53%; note: some results filed as inactive read as strong as hits
NTR1 ag: NTR1-driven beta-arrestin-GFP spot formation – imaging, U2OS cells, high content, primary screen (AID 493036); P30989; agonist mode; activation, % at 20 µM; 330,000 tested, 0.17% active;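 active = activation at or above 40% of the spot to cytoplasm intensity ratio, with at least 20 cells analyzed; inconclusive = wells under 20 cells, flagged as cytotoxic or low count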;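 note: 0% = DMSO without peptide and 100% = 100 nM NTR1 peptide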
Target sequence (P30989 whole entry, looked up): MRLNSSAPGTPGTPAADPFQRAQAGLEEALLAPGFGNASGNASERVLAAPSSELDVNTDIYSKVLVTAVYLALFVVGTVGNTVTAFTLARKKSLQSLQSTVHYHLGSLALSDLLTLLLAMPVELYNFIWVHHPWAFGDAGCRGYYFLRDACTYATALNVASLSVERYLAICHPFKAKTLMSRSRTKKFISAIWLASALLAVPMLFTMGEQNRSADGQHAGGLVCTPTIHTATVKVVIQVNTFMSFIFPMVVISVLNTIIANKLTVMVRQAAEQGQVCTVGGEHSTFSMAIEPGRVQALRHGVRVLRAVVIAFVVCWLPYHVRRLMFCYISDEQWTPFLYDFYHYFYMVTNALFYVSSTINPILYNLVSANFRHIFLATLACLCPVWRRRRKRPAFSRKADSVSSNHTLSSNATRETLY
K1F lysis inhibition: protection from phage-mediated lysis, alamar blue read-out – E. coli UTI89, K1F phage, bacterial capsule biogenesis inhibitors (AID 488966); 340,000 tested, 0.02% active; E. coli UTI89 K1F phage lysis, alamar blue, 2 h; higher % means a stronger effect; inhibition, % at 100 µM, or IC50 in µM where a hit was titrated;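 active = phage lysis inhibition, versus mean bacterial control, above a set limit; inconclusive = no clear call, values can overlap the other calls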;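 note: capsule biogenesis inhibitors block K1F phage lysis so surviving cells raise fluorescence; higher fluorescence means more inhibition of phage lysis; actives were called in the ten point dose series up to 300 µM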
GPR55 activation: GPR55 agonists via beta-arrestin recruitment, primary screen, imaging, U2OS cells, beta-arrestin-GFP redistribution (AID 1961); 290,000 tested, 0.048% active; U2OS GPR55 beta-arrestin-GFP redistribution imaging; higher % means a stronger effect; activation, % at 10 µM; hits with a dose series show EC50 in µM;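 active = activation above 40% with more than 50 cells counted in the well; inconclusive = wells holding fewer than 50 cells, flagged as toxic or sparse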;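 note: U2OS osteosarcoma cells stably expressing GPR55 and beta-arrestin-GFP; plate controls were DMSO negative control for no effect and LPI positive control for full effect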
Siah-1 displacement: Siah-1 peptide-binding antagonists, primary screen, biochemical, fluorescence polarization, rhodamine-plectin, uHTS (AID 1817); one-dose displacement, % at 20 µM; IC50 in µM for titrated hits; Siah-1 / rhodamine-plectin peptide fluorescence polarization; higher % means a stronger effect; 290,000 tested, 0.02% active;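 active = displacement of at least 50% at 20 µM, with a fluorescence ratio check between 0.3 and a set limit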;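 note: plate controls were Siah plus tracer with DMSO for no effect and tracer alone without Siah for full effect; strong numbers were not always called active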
NS5 inhibitors: flavivirus cap methylation enzyme inhibition – biochemical, confirmation dose response, primary screen (AID 588689). Dengue-2 NS5 methyltransferase capping enzyme assay, biochemical; higher % means a stronger effect. one-dose inhibition, % at 25 µM; IC50 in µM for titrated hits. 340,000 tested, 0.3% active; in the data active = a potency from the dose series; inconclusive = inhibition above about 29% without an active follow-up result
GPR55 LPI antagonism: GPR55 antagonists blocking LPI-driven arrestin recruitment, primary screen, imaging, U2OS, beta-arrestin-GFP, LPI agonist (AID 2013). U2OS GPR55 beta-arrestin-GFP translocation imaging, LPI antagonism; higher % means a stronger effect. inhibition, % at 10 µM; hits with a dose series show IC50 in µM. 290,000 tested, 0.13% active;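 active = spots per cell inhibited over 60%, with over 100 cells counted and total cytoplasm intensity under 500,000; inconclusive = wells with under 100 cells, flagged as likely toxic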;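 note: U2OS cells stably carrying GPR55 and arrestin-GFP stimulated by 5 µM LPI near EC80; imaged beta-arrestin-GFP aggregate spots per cell after agonist stimulation; plate controls were LPI-stimulated DMSO wells for no effect and DMSO wells without LPI for full effect; some results filed as inactive read as strong as hits; confirmed hits need IC50 under 10 µM and bright autofluorescent wells are also inconclusive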
HIV fusion peptide: inhibitors of HIV fusion peptide binding, primary screen, biochemical, uHTS, fluorescence dequenching (AID 1986); cell-free peptide binding, fluorescence dequenching, 30 min; higher % means a stronger effect; inhibition, % at 20 µM, or IC50 in µM where a hit was titrated; 290,000 tested, 0.3% active; in the data active = inhibition mostly above about 52%, no sharp cut-off; inactive = mostly below about 76%; note: some results filed as inactive read as strong as hits
GPR35 antagonists: GPR35 antagonists blocking zaprinast-driven arrestin recruitment, primary screen, imaging, U2OS, beta-arrestin-GFP, zaprinast agonist (AID 2058). U2OS GPR35 beta-arrestin-GFP translocation imaging, zaprinast antagonism; higher % means a stronger effect. one-dose inhibition, % at 10 µM; IC50 in µM for titrated hits. 290,000 tested, 0.052% active;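 active = inhibition of at least 50% with at least 30 cells and total cytoplasm GFP at most 10,000,000; inconclusive = under 30 cells or total GFP of 10,000,000 plus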
NTR1 ag cell count 20 µM: recorded beside NTR1 ag, whose call it bears; cell count; measured here: cell count, cytotoxicity flag
NS5 inhibitors pilot replicate: second read-out of NS5 inhibitors, no call of its own (marks repeat the call); inhibition, %; measured here: pilot screen replicate inhibition
Active calls of the source: *; ? = inconclusive; · = not tested or not shown; [ ] = remark or other dose. An unsorted share of the library, and some 1.2% of all compounds hit somewhere here.

SMILES	AID2073	NTR1 ag	NTR1 ag cell count 20 µM	K1F lysis inhibition	GPR55 activation	Siah-1 displacement	NS5 inhibitors	GPR55 LPI antagonism	HIV fusion peptide	GPR35 antagonists	others
Cc1oc(-c2ccc(Cl)cc2)nc1CS(=O)CC(=O)NCc1ccccc1 (configuration not stated)	6.7%	0.2	60	0.1%	-0.2%	5.4%	-3.7%	11.1%	0.9%	0.3%
COc1cc2c(cc1OC)C(COc1ccccc1OC)N(C(C)=O)CC2 (configuration not stated)	-2.3%	0.1	86	-0.2%	0.0%	-0.9%	-6.5%	-2.8%	2.1%	12.1%
CSCCC(NC(=O)C1CCCC1)c1nnc2ccccn12 (configuration not stated)	24.1%	0.6	74	0.4%	-0.2%	9.9%	-5.3%	8.9%	0.8%	-2.6%
O=C(NN=C1CCCC1)c1ccn[nH]1	-0.7%	3.5	63	2.3%	-0.2%	1.8%	-1.5%	-13.7%	-0.1%	-3.0%
CC(=O)C1=C(O)C(=O)N(CCc2c[nH]c3ccccc23)C1c1ccc(O)cc1 (configuration not stated)	-11.0%	1.7	72	0.9%	0.0%	3.6%	4.8%	23.1%	0.1%	7.2%
C/C(=N\NC(=O)CNC(=O)C(c1ccccc1)c1ccccc1)c1ccc(C(C)(C)C)cc1	-0.3%	3.8	57	0.2%	0.8%	-1.6%	5.1%	-4.0%	-0.5%	4.4%
Cn1c(CNC(=O)CCNC(=O)c2cccc(Cl)c2)cc(=O)n(C)c1=O	-1.6%	-1.0	59	0.4%	0.4%	-2.7%	-7.3%	6.1%	-1.5%	6.9%
CC(C)Cc1cc(C(=O)N2CCCC(C(=O)c3cc(F)ccc3F)C2)no1 (configuration not stated)	-1.0%	2.2	61	0.3%	-0.1%	3.4%	-8.9%	9.1%	-0.4%	-5.3%
COc1ccccc1C(C[N+](=O)[O-])c1c[nH]c2ccccc12 (configuration not stated)	10.4%	1.4	47	-0.9%	0.0%	4.2%	-8.6%	-11.8%	0.2%	8.2%
COc1cc(C=O)ccc1OCCOCCOc1c(C)cc(Cl)cc1Cl	?	9.2	59	-0.4%	0.1%	6.6%	0.7%	9.8%	1.2%	-7.5%
CCc1nc(N2CCN(S(C)(=O)=O)CC2)c2c3c(sc2n1)CCCC3	-2.5%	2.3	29	-0.6%	-0.1%	2.6%	-3.6%	17.1%	-2.1%	12.1%
Cc1cccc(NS(=O)(=O)c2ccc3[nH]c(=O)[nH]c3c2)c1C	15.7%	0.6	57	2.4%[50 µM]	-0.2%	2.0%	-5.2%	2.7%	-0.8%	-0.9%
CC(C)(C)n1nnnc1SCC(=O)Nc1nn(-c2ccccc2)nc1C(N)=O	8.8%	3.5	55	-0.1%	-0.5%	9.2%	-6.8%	12.7%	1.0%	-2.2%
Cc1cc(C)c(NC(=O)C2CCCCN2C)c(C)c1 (configuration not stated)	38.5%	0.2	59	0.5%	0.0%	1.7%	-1.4%	23.4%	0.1%	-6.6%
CCOc1ccc(C(=O)Nc2ccc(-c3nc4ccccc4[nH]3)cc2)cc1[N+](=O)[O-]	12.2µM*	0.0	39	-5.0%	0.3%	10.4%	0.0%	15.0%	-4.8%	-2.7%
O=C(Nc1ccccc1C(=O)NCc1ccccc1)C1=CSCCO1	-3.5%	-1.2	55	0.3%	-0.2%	12.3%	1.4%	8.8%	0.7%	10.7%
CC(C)CN=c1cc(-c2ccccc2)oc2ccc(Cl)cc12	11.9%	9.3	40	1.2%	0.0%	-1.7%	-9.0%	25.0%	-1.9%	-16.1%
CC(=O)c1ccc(N2CCN(S(=O)(=O)c3ccc4c(c3)NC(=O)CO4)CC2)cc1	31.4%	-0.3	62	0.4%	0.0%	-0.8%	0.0%	10.2%	2.6%	1.0%
CC(OC(=O)CCCC(=O)Nc1ccc(F)cc1)C(=O)c1ccccc1 (configuration not stated)	0.6%	1.2	40	0.6%	-0.1%	1.1%	-5.0%	-1.1%	2.5%	-7.8%
COc1ccc(C(=O)C(CCCCC(CN(C)C)C(=O)c2ccc(OC)cc2)CN(C)C)cc1 (configuration not stated)	-10.4%	0.0	27	0.4%	-0.1%	1.1%	-2.1%	4.8%	0.2%	0.5%
Cc1ccc2c(c1)c1ncn(CCC3=CCCCC3)c(=O)c1n2C	1.5%	16.3	46	0.3%	-0.2%	-1.7%	2.3%	-9.0%	-0.8%	20.3%
N=C(N)SCC1=CCS(=O)(=O)C1	4.1%	1.3	59	-1.2%	0.0%	2.2%	-1.6%	1.9%	0.0%	5.9%
Cc1cc(C)n(C(=O)CN2C(=O)c3ccccc3C2=O)n1	5.2%	0.1	51	0.6%[50 µM]	-0.4%	0.2%	-4.2%	-6.9%	-1.0%	-16.0%
CCS(=O)(=O)c1nc(S(=O)(=O)c2ccc(C)cc2)c(NCCN2CCOCC2)s1	0.8%	-0.5	61	-0.1%	-0.2%	9.6%	-3.9%	4.9%	1.0%	9.5%
COc1ccc(/C=N/N2C(=O)CN(C(=O)c3ccccc3)C2c2ccc(OC)cc2)cc1 (configuration not stated)	23.4%	-0.9	54	·	-0.1%	4.7%	·	11.9%	0.9%	1.5%
O=C(c1coc2ccccc2c1=O)N1CCN(c2cccc(C(F)(F)F)c2)CC1	-0.8%	1.8	69	3.1%	-0.1%	0.8%	0.0%	0.8%	1.6%	-1.7%
Cn1cc(Br)c(C(=O)NC(=S)N2CCN(c3ccccn3)CC2)n1	-18.4%	0.3	61	2.6%[50 µM]	-0.2%	1.4%	2.6%	3.3%	0.1%	-9.4%
CCN(c1ccccc1)S(=O)(=O)c1ccc(Cl)nc1	-10.4%	-1.0	59	1.3%	0.5%	-2.7%	0.7%	-13.7%	-1.6%	-6.5%
CN(C(=S)NC(=O)c1ccc(F)cc1)C1CCCCC1	-2.8%	-1.3	62	0.2%	-0.1%	8.5%	-3.9%	0.7%	-1.2%	-2.8%
COc1cccc(-c2c(C(=O)N/N=C(\C)c3ccc(Cl)s3)nnn2-c2nonc2N)c1	-5.0%	6.7	53	0.5%	-0.2%	2.5%	-7.1%	-3.0%	4.7%	-20.8%
O=C(NCCc1ccccc1)c1ccc(Cl)nc1	3.7%	-1.5	98	0.6%	1.2%	5.0%	2.0%	7.0%	0.7%	7.3%
CCn1c(COc2cccc(OC)c2)nnc1SCC(=O)NC1CCCC1	21.3%	-1.7	49	0.2%	0.2%	-6.0%	-9.2%	8.8%	-1.4%	12.7%
Cn1c(=O)cc(OCCCC(=O)NCc2ccco2)c2ccccc21	-6.1%	1.6	44	0.4%	0.2%	-0.4%	-1.4%	6.2%	1.2%	6.3%	NS5 inhibitors pilot replicate=-7.9
CCOc1ccccc1C(=O)Nc1cc(C)ccc1NC(=O)c1ccco1	0.4%	-0.9	66	0.1%	-0.1%	-3.0%	-4.9%	6.7%	-0.3%	2.7%
Cc1noc(C)c1C(=O)Nc1ccc(Cl)cc1C(F)(F)F	-7.0%	3.0	55	4.7%	0.2%	-2.6%	-6.2%	4.3%	-0.9%	16.1%
CCOC(=O)c1c(NC(=O)c2ccc(S(=O)(=O)N3CCOCC3)cc2)sc2c1CCN(C(C)C)C2	7.1%	3.1	75	-0.2%	-0.1%	-0.5%	-21.1%	11.8%	0.4%	-16.5%
Cc1ccc(CN(C)C(=O)c2ccccc2Oc2ccccc2)o1	14.2%	0.1	76	-0.2%	-0.1%	1.9%	-11.6%	11.5%	-2.0%	5.9%
COc1ccc(-c2cc(C3CC3)nc(N)c2C#N)cc1	22.2%	3.1	79	0.2%	-0.1%	5.5%	-7.8%	0.4%	1.4%	-16.1%
COC(=O)c1ccc(N2CCC(c3cc(-c4ccc(OC)cc4)n[nH]3)CC2)c([N+](=O)[O-])c1	0.1%	9.0	88	1.2%	0.0%	-1.9%	-3.4%	3.7%	-3.4%	-1.4%
Cc1nn(-c2ccccc2)c(OC(=O)c2cccs2)c1S(=O)(=O)c1ccccc1	-0.2%	-0.1	56	0.1%	0.2%	1.6%	-0.7%	2.0%	6.0%	3.7%
CC(C)CC(=O)N=C1SC2CS(=O)(=O)CC2N1Cc1ccccc1 (configuration not stated)	-1.2%	0.9	88	4.5%	1.6%	5.9%	·	10.6%	6.3%	3.1%
Cc1noc(NS(=O)(=O)c2ccc(NC(=O)CCCOc3ccc(Cl)cc3Cl)cc2)c1C	12.9%	3.3	76	-0.2%	0.2%	15.3%	21.9%	11.9%	-0.9%	-3.9%	NS5 inhibitors pilot replicate=6.7
C=CCNC(=O)C1CCCN(S(C)(=O)=O)C1 (configuration not stated)	2.1%	-0.4	56	0.4%	-0.1%	-2.4%	-5.4%	10.3%	-1.7%	5.0%
CCOC(=O)CNC(c1ccccc1)c1cc(Br)ccc1NC(=O)OCC (configuration not stated)	0.6%	-2.2	70	1.1%	-0.1%	2.8%	-3.2%	9.1%	0.6%	14.2%
O=C(Nc1cccc(-c2nc3ccccc3o2)c1)c1ccc(N2C(=O)C3C4C=CC(C4)C3C2=O)cc1 (configuration not stated)	23.0%	5.0	34	0.1%	-0.1%	-1.3%	3.3%	2.2%	-0.9%	-6.1%
Cc1ccc(S(=O)(=O)N2CCC(=O)N(C(COCc3ccccc3)Cc3ccccc3)CC2)cc1 (configuration not stated)	0.9%	8.7	58	0.3%	0.0%	2.3%	-4.2%	17.3%	-0.8%	-10.1%
CC(C)CCn1c(SCc2ccc(Cl)cc2)nc2c1c(=O)[nH]c(=O)n2C	-24.6%	8.7	55	3.4%	0.0%	-2.8%	-2.0%	8.5%	-0.7%	25.6%
Cc1noc(C)c1CC(=O)NC1CC(C)(C)Cc2c1cnn2-c1ccccc1 (configuration not stated)	3.5%	0.9	54	0.1%	-0.1%	-2.5%	0.6%	0.2%	1.5%	0.4%
Nc1nc(NCCCN2CCOCC2)nc(Nc2ccc(Cl)cc2)c1[N+](=O)[O-]	4.6%	2.2	50	·	-0.1%	6.3%	·	-7.9%	-1.8%	-10.5%
CCOC(=O)N1CCC(c2cc(=O)n3[nH]ccc3n2)CC1	5.9%	-0.2	92	-0.8%	-0.1%	-2.4%	-2.1%	3.4%	0.6%	-13.1%
Cc1ccc(CN2CCN(/N=C/c3cc(Br)ccc3O)CC2)cc1	-14.8%	7.1	41	4.6%	-0.1%	3.7%	-4.8%	10.3%	-2.1%	17.9%
Fc1ccc(N=Cc2ccc[nH]2)cc1	-9.3%	0.0	51	0.6%	0.3%	0.7%	-6.3%	-2.5%	0.3%	14.4%
Cc1cc(=O)oc2cc(OCC3CC(c4ccc(Cl)cc4)=NO3)ccc12 (configuration not stated)	5.7%	5.2	67	-2.7%	0.5%	4.6%	1.6%	3.6%	-1.0%	2.7%

Compound activity deposited in PubChem BioAssay by several laboratories.
